# Source: PubChem (The Scripps Research Institute Molecular Screening Center)
# OXTR potentiate – human OXTR potentiators, primary screen, fluorescence, CHO-OTR cells, Fluo-8 calcium | 0.061% of 320,000 active | activation, % at 3 µM | Oxytocin receptor (Homo sapiens), P30559 | Fluo-8 calcium fluorescence, potentiator mode; 0% = oxytocin EC15, 100% = EC100;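 active means activation above that plate's cutoff, the mean activation of tested compounds plus 3 SD, cut at about 6.6% in these data, passing the limit was not always enough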;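 further: 100% uses oxytocin at 75 nM as the full agonist control; some results filed as inactive read as strong as hits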
# Target sequence (P30559 whole entry, looked up): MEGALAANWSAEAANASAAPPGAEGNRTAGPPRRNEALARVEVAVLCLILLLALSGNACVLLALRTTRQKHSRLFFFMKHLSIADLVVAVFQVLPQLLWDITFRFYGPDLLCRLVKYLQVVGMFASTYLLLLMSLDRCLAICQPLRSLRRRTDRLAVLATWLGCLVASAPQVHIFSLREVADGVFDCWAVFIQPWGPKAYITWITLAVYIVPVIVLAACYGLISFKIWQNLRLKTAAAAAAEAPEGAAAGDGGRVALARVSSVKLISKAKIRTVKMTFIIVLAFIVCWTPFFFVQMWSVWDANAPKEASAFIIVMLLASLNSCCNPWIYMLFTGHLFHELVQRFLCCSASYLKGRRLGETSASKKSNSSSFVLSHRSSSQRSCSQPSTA
#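 Measured by – Fluo-8 calcium dye fluorescence · Test system – human OTR in CHO cells · Dosing – one concentration, 3.0 µM compound · Controls – EC15 oxytocin alone as 0%, 75 nM oxytocin as 100% · Evaluation – normalized max/min fluorescence ratio, % activation · Timing – 6 min pre-incubation, 100 s read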
# CHO-K1 Ca ag – counter-screen for M1 agonists: effect in parental CHO-K1 cells; activation, % at 3 µM; Fluo-8 calcium fluorescence; scaled to maximal ATP response, vehicle zero; 0.48% of 360,000 active; in the data active means activation above about 15%;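 further: untransfected CHO-K1 host cells lacking M1 receptor as counterscreen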
# M1 ag – human M1 muscarinic receptor agonists, primary screen, Fluo-8 calcium fluorescence, CHO-K1 cells, HTS; CHO-K1 hM1, agonist mode; 0% DMSO, 100% acetylcholine EC100; 0.33% of 360,000 active; Muscarinic acetylcholine receptor M1 (Homo sapiens), P11229; AID 588814, 2011; activation, % at 3 µM;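 active means activation above the run's mean compound activation plus 3 SD, cut at about 16% in these data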;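 further: peak over basal fluorescence ratio within a 140 s kinetic read after compound addition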
# CHO-K1 Ca antag – M1 antagonist counterscreen hit in parental CHO-K1 cells | ATP-induced calcium, Fluo-8 fluorescence | inhibition, % at 3 µM | 0.6% of 360,000 active;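 active means inhibition above a per-plate cutoff, the plate's mean sample inhibition plus 3 SD, cut at about 24% in these data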;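 further: 0% = DMSO plus EC80 ATP and 100% = DMSO alone without ATP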
# TAAR1 agonist – human TAAR1 agonists, primary screen, Fluo-8 calcium fluorescence, CHO RD-HGA16 cells; Trace amine-associated receptor 1 (Homo sapiens), Q96RJ0; vehicle wells 0%, saturating PEA agonist 100%; activation, % at 3 µM; 0.99% of 360,000 active; AID 624467, 2012;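 active means activation above the mean activation of all test compounds in the run plus 3 SD, cut at about 38% in these data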
# Target sequence (Q96RJ0 whole entry, looked up): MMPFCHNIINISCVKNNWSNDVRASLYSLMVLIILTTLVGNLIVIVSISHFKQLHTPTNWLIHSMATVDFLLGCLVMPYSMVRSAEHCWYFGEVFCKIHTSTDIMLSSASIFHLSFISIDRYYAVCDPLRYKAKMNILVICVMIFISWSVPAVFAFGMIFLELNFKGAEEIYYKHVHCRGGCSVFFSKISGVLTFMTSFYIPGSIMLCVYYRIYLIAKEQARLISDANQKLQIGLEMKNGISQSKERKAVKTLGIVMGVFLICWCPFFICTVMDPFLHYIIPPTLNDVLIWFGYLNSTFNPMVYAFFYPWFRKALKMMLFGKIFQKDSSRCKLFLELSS
#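 test system = CHO RD-HGA16 cells carrying human TAAR1 plus Gα16 | schedule = 17-24 h seeding, 75 min 37 °C dye, 30 min RT | compound dosing = 3 µM single concentration | control set = DMSO and PEA EC100 | replicates = n 1 | signal = Fluo-8 fluorescence, 5 s baseline then 140 s kinetic read | measure = percent activation vs PEA EC100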
# TAAR1 antagonist – human TAAR1 antagonists, primary screen, Fluo-8 calcium fluorescence, CHO RD-HGA16 cells. 1.5% of 360,000 active. antagonist. AID 624466, 2012. inhibition, % at 3 µM. Trace amine-associated receptor 1 (Homo sapiens), Q96RJ0;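 active means inhibition above a per-plate cutoff, the mean inhibition of test compounds on that plate plus 3 SD, cut at about 49% in these data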;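 further: 0% = DMSO plus EC80 beta-PEA response and 100% = DMSO alone without agonist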
#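 Assay system: CHO-derived RD-HGA16 cells stably expressing human TAAR1 plus Gα16. Timing: 140 s kinetic read after compound, 140 s after agonist. Technique: kinetic Fluo-8 calcium fluorescence measurement. Measure: % inhibition of agonist calcium response.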
# M1 PAM parental – nonselective calcium activators in parental CHO-K1 cells, primary screen, counter-screen for M1 PAM project, cell-based, Fluo-8 calcium fluorescence, full deck, 1536-well. activation, % at 3 µM. AID 602247, 2012. ATP EC20; 0% at ATP EC20, 100% at ATP max. 0.02% of 360,000 active;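 active means activation above the run cutoff, the mean activation of all test compounds plus 3 SD, cut at about 40% in these data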;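 further: peak over basal fluorescence ratio in a 140 s read after ATP addition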
# CHRM1 antagonist – human M1 muscarinic receptor antagonists, primary screen, CHO-K1 cells, Fluo-8 calcium fluorescence, 1536-well | Muscarinic acetylcholine receptor M1 (Homo sapiens), P11229 | CHO-K1 hM1, ACh EC80 antagonist | inhibition, % at 3 µM | 1.3% of 360,000 active | AID 588852, 2011;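 active means percent inhibition above its own plate's cutoff, namely the mean of that plate's compound wells plus 3 SD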;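 further: peak over basal fluorescence ratio during 140 s after agonist addition; 0% = ACh EC80 plus DMSO and 100% = DMSO alone without agonist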
# CHO parental Ca – ATP-evoked calcium signal inhibitors, parental CHO, primary screen, counter-screen for OX1R antagonist project, cell-based, fluorescence, Fluo-8 calcium dye. parental CHO-K1, ATP-induced calcium, Fluo-8 fluorescence. inhibition, % at 5.6 µM. 0.63% of 330,000 active;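 active means inhibition above that plate's mean sample inhibition plus 3 SD, cut at about 26% in these data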;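 further: 0% = ATP-challenged DMSO wells and 100% = DMSO wells without ATP; some compounds past the cut are filed as inactive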
#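 Material – parental CHO cells · Reagent – ATP stimulus · Compound – single nominal dose of 5.6 µM per compound · Detection – Fluo-8 fluorescence · Read-out basis – percent inhibition of calcium signal · Controls – ATP-challenged DMSO wells low, unchallenged DMSO wells high · Repeats – no replicates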
# * marks the source's active call; other numbers are inactive results; . = not tested or not shown. This is a subset, so the mix of outcomes need not match the whole.
# Every second line gives: OXTR potentiate	CHO-K1 Ca ag	M1 ag	CHO-K1 Ca antag	TAAR1 agonist	TAAR1 antagonist	M1 PAM parental	CHRM1 antagonist	CHO parental Ca
> CCC1(c2ccc(C)cc2)C(=O)NC(=S)NC1=O
    .	0.8	-8	-3	-1	-5	20	-1	.
> CC(C)N1CCN(Cc2cccc([N+](=O)[O-])c2)CC1
    -7	-0.1	-14	16	6	2	-11	17	-13
> Cc1ccc(S(=O)(=O)Oc2ccccc2C=C2C(=O)NC(=O)NC2=O)cc1
    .	0.1	-6	-6	0	-18	4	-8	.
> Cc1ccc(N2C(=O)/C(=C/N3CCN(C(=O)c4ccco4)CC3)C(=O)NC2=S)cc1C
    -1	1.0	-2	-1	56*	-7	9	1	-2
> O=c1[nH]c(=O)n(-c2cccc3ccccc23)c(O)c1C=NCc1ccc2c(c1)OCO2
    1	0.0	-4	18	4	-13	6	5	-28
> CCOc1cc2c(cc1OCC)-n1cccc1C(c1ccc(C)cc1C)NC2 (stereo not drawn)
    -16	2.2	-6	-19	8	-8	8	-11	-22
> CC1CCCCN1Cc1cccnc1 (stereo not drawn)
    -4	1.0	-7	-14	3	-13	19	4	-4
> CCc1nc2ccccc2c(=O)n1-c1ccccc1[N+](=O)[O-]
    5	-0.1	-6	-6	2	-35	23	-9	-12
> Cc1ccc(NC(=O)c2cc(-c3ccccc3)n(CCCN3CCOCC3)c2C)cc1
    -4	0.2	-7	-17	12	6	9	2	-21
> O=c1[nH]c(=S)n(-c2ccccc2)c(O)c1C=NCCN1CCNCC1
    .	1.0	-10	-15	4	-6	1	-5	.

# Rewritten as tab-separated lines: part of the list above
Compound	OXTR potentiate	CHO-K1 Ca ag	M1 ag	CHO-K1 Ca antag	TAAR1 agonist	TAAR1 antagonist	M1 PAM parental	CHRM1 antagonist	CHO parental Ca
CC(C)N1CCN(Cc2cccc([N+](=O)[O-])c2)CC1	-7	-0.1	-14	16	6	2	-11	17	-13
Cc1ccc(S(=O)(=O)Oc2ccccc2C=C2C(=O)NC(=O)NC2=O)cc1	.	0.1	-6	-6	0	-18	4	-8	.

# Going on with the list:
# Every second line gives: OXTR potentiate	CHO-K1 Ca ag	M1 ag	CHO-K1 Ca antag	TAAR1 agonist	TAAR1 antagonist	M1 PAM parental	CHRM1 antagonist	CHO parental Ca
> COc1cc2[nH]c(=O)n(-c3ccc(C)cc3)c(=O)c2cc1OC
    .	0.0	-2	3	5	-26	7	-16	.
> CC(=NCCc1ccccc1)c1c(O)n(C)c(=O)n(C)c1=O
    -5	2.5	-1	3	43*	-26	6	-15	-15
> Cc1sc2c(c1C)C(c1cccs1)=NCC(=O)N2CC(=O)NCc1cccs1
    -8	3.7	-10	-33	3	8	21	-12	-22
> O=C1NC(=O)N(Cc2ccco2)C(=O)/C1=C\c1cccn1CCOc1ccccc1
    -1	-0.5	-3	-8	2	-37	2	-3	-6
> CCOC(=O)c1ccc(NC(=O)N2CC3CC(C2)c2cccc(=O)n2C3)cc1 (stereo not drawn)
    -7	-0.2	-7	11	0	-20	-7	23	-4
> O=C1OCCN1P(=O)(c1ccccc1)c1ccccc1
    -11	1.3	-1	-13	12	1	22	-27	4
> CC(C(O)c1ccccc1)N(C)CCn1cnc2c1c(=O)n(C)c(=O)n2C (stereo not drawn)
    -1	0.1	-3	-2	0	-7	-9	12	-9
> O=P(NCc1ccccc1)(Oc1ccccc1)Oc1ccccc1
    -10	2.9	-5	22	10	34	-13	7	-21
> C(#CCN1CCOCC1)COC/C=C/c1ccccc1
    -6	0.7	-2	9	3	12	-5	-7	-10
> CCCCn1c(NC(=O)c2ccco2)c(C(=O)OCC)c2nc3ccccc3nc21
    -5	0.7	-9	-8	5	-9	-10	-4	6
> CCOc1c(Cl)cc(CNCCc2c[nH]c3ccccc23)cc1OC
    -5	6.2	6	-11	28	31	7	2	17
> CCOC(=O)c1nc2ccccc2c(=O)n1-c1ccc(C)cc1C
    0	0.3	-8	3	4	1	16	-9	-6
> COc1ccc(NC(=O)c2cc([N+](=O)[O-])ccc2N2CCNCC2)cc1
    -7	-0.1	-3	3	8	-8	9	3	7
> Cn1c(O)c(C=NCCCNC2CCCCC2)c(=O)n(C)c1=O
    -14	0.5	-4	-6	8	-4	24	-3	-3
> O=C(O)CC[N+](=O)[O-]
    -7	-0.2	0	10	1	-5	-9	-26	-6
> CN1C(=O)NC(=O)/C(=C\c2ccc([N+](=O)[O-])o2)C1=O
    -17	0.4	-4	-2	.	.	6	-6	-1
> C[C@H]1CCC[C@H](O)CCCCCc2cc(O)cc(O)c2C(=O)O1
    -3	0.3	0	11	10	-2	-10	-22	-6
> CN1CCC(N(C)c2ccc(C(N)=O)cc2[N+](=O)[O-])CC1
    -5	12	-7	7	3	-16	1	5	0
> CN1CCN(c2ccc([N+](=O)[O-])c(NCc3ccco3)c2)CC1
    -6	-0.5	-11	9	0	18	6	7	-12
> COc1ccc(CN2CCN(C(=O)COc3cccc(C)c3)CC2)c(OC)c1
    .	0.5	-5	-10	4	-5	-5	3	.
> NC(Cc1ccccc1)c1csc(Nc2ccccn2)n1 (stereo not drawn)
    .	1.1	1	-8	6	12	3	-10	.
> O=C(O)C1C2CCC(O2)C1C(=O)NC1CCCCC1 (stereo not drawn)
    2	1.5	-7	-6	7	-4	21	-11	0
> O=C(CN1CC=C(c2ccccc2)CC1)NC(=O)NC1CCCCC1
    2	-0.3	-2	-5	2	-16	8	-8	-20
> Cn1c(=O)cc(SCC(=O)N2CCC3(CC2)OCCO3)c2ccc(Cl)cc21
    -4	0.3	-5	15	17	0	-8	21	-7
> COc1ccccc1N1CCN(Cc2ccccc2)CC1
    -7	0.6	-10	-13	1	0	19	-6	-17
> O=C(O)C(O)(c1ccccc1)C1CCCC1 (stereo not drawn)
    -7	0.2	-1	-1	9	-19	9	-1	-4
> CC[n+]1c(/C=C/C=C/c2ccc(N(C)C)cc2)sc2ccccc21
    -7	12	3	34*	1	-5	-9	69*	33*
> CCOC(=O)C1=C(N)Oc2c(c(=O)oc3ccccc23)C12C(=O)N(C)c1ccccc12 (stereo not drawn)
    -3	1.0	-3	1	9	4	6	-7	-8
> FC(F)(F)c1cccc(C2NCc3ccccc3-n3cccc32)c1 (stereo not drawn)
    -21	-0.7	-5	-13	0	26	5	-1	-32
> CC[C@H]1CN2CCC1C[C@@H]2[C@H](O)c1ccnc2ccc(OC)cc12 (stereo partly drawn)
    .	-0.4	-6	-11	1	-29	11	-5	.
> CCC(C)N1C(=O)/C(=C\c2cnc(N(C)C)nc2)C(=O)NC1=S (stereo not drawn)
    -4	0.3	-2	-7	3	6	9	-7	4
> CC1CCCCN1CC(=O)c1ccc2cc[nH]c2c1 (stereo not drawn)
    -4	0.5	-3	1	2	-10	-7	-2	-4
> COc1ccc(C2CN(C)CC2C(=O)c2ccc(F)cc2)cc1Cl (stereo not drawn)
    -3	0.8	-8	-7	2	6	6	-9	-3
> c1ccc2c(N3CCNCC3)cccc2c1
    -4	0.1	-7	5	3	-21	-9	-7	3
> Cc1ccc(-n2c(/C=C/c3ccc4c(c3)OCO4)nc3ccccc3c2=O)cc1
    -4	.	.	.	3	15	.	.	-22
> NC(N)=Nc1ccc2[nH]c3c(c2c1)C[C@@]1(O)[C@H]2Cc4ccc(O)c5c4[C@@]1(CCN2CC1CC1)C3O5 (stereo partly drawn)
    3	0.0	-14	-7	1	-18	-6	39	-10
> CCOC(=O)C(O)(c1cn(C)c2ccccc12)C(F)(F)F (stereo not drawn)
    -4	0.3	-5	-8	4	1	18	-37	-20
> CC1CCOC(=O)C=CC=CC(=O)OC2CC3OC4C5OC5(C)C(O)CC4(COC(=O)C1O)C2(C)C31CO1 (stereo not drawn)
    .	0.9	-2	-15	1	6	23	-19	.
> NN=C(N)N
    -3	1.2	5	1	3	-24	18	-15	-8
> COc1ccc(NC(=O)c2c(C)nn(Cc3ccccc3Cl)c2Cl)cc1Cl
    -13	2.1	-4	0	4	27	21	-8	-11
> COCCCNC(=O)c1c(NC(=O)c2ccco2)n(Cc2ccccc2)c2nc3ccccc3nc12
    1	0.0	0	-5	7	-13	13	-2	-13
> Nc1c(C(=O)NC2CCCC2)c2nc3ccccc3nc2n1CC1CCCO1 (stereo not drawn)
    -13	0.0	-2	11	2	16	8	-2	-12
> COc1ccc(OC)c(C(O)C2CCCCN2)c1 (stereo not drawn)
    4	0.8	-3	-3	3	-11	14	-4	-12
> COc1cccc(CN2CCN(Cc3cccc(F)c3)CC2)c1
    -5	0.5	-5	-10	3	-3	9	2	-2
> Cc1ccc2c(c1)CC1(CN2C)C(=O)NC(=O)N(CCc2ccccc2)C1=O (stereo not drawn)
    0	0.7	-4	-10	14	-4	23	-8	-14
> CCCCOc1ccc(C(C)=O)cc1Cc1c(O)[nH]c(=S)[nH]c1=O
    -6	0.1	-2	-6	1	-14	5	-9	4
> COc1ccc(C=C2C(=O)N(C)C(=O)N(C)C2=O)cc1COc1ccc(NC(C)=O)cc1
    -8	0.4	-2	-8	1	-7	15	-21	-6
> Cc1nn(-c2ccccc2)c2c1C(c1ccc3c(c1)OCO3)SCC(=O)N2 (stereo not drawn)
    -7	0.6	-3	-8	-3	6	3	-22	-1
> O=C(Cc1ccccc1)OCCN1CCOCC1
    -3	0.4	-6	5	3	0	2	-7	-5
> COc1ccc(C(=O)C(Cc2ccccc2)N(C)C)cc1 (stereo not drawn)
    -8	0.4	-8	-2	12	-5	9	13	-32

# Additional entries:
# Every second line gives: OXTR potentiate	CHO-K1 Ca ag	M1 ag	CHO-K1 Ca antag	TAAR1 agonist	TAAR1 antagonist	M1 PAM parental	CHRM1 antagonist	CHO parental Ca
> CCC(C)N=Cc1c(O)n(-c2ccccc2)c(=O)[nH]c1=O (stereo not drawn)
    -2	0.9	-3	0	3	18	17	0	-5
> CCOc1cccc(CNC2CN3CCC2CC3)c1 (stereo not drawn)
    -3	0.3	-7	-1	3	-7	14	14	0
> C=CCNC(=S)N1Cc2ccccc2-n2nncc2C1
    .	0.3	-3	7	6	3	-8	1	.
> O=C1NC(=O)C(=Cc2cc(Cl)ccc2OCc2ccc(C(=O)O)cc2)C(=O)N1
    -11	-0.4	-1	-11	1	6	-14	9	18
